LYP phosphatase: LYP phosphatase inhibitors, primary screen, biochemical, DiFMUP fluorescence, recombinant catalytic domain, 10 µM (AID 606) | Tyrosine-protein phosphatase non-receptor type 22 (Homo sapiens) | recombinant LYP catalytic domain, DiFMUP fluorescence; higher % means a stronger effect | inhibition, % at 10 µM; hits with a dose series show IC50 in µM | 52,000 tested, under 10 active;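 active = IC50 under 40 µM in the dose-response test; inactive = IC50 of 40 µM or more, or never dose-tested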
Spn MK inh: S. pneumoniae MK inhibitors, primary screen, biochemical, PK/LDH-coupled NADH absorbance; inhibition, % at 10 µM; mevalonate kinase [Streptococcus pneumoniae D39]; AID 555, 2006; purified MK, PK/LDH-coupled NADH absorbance 340 nm; 65,000 compounds, 0.48% hits;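 active = ranked among the strongest by inhibition in the single 10 µM screen, a fixed top-ranked set picked for dose follow-up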; also: no value below 0 was filed
Bfl-1 displacement: Bfl-1 inhibitors, primary screen, biochemical, fluorescence polarization, FITC-Bid, mouse (AID 432) | Bcl-2-related protein A1 (Mus musculus) | FITC-Bid BH3 peptide fluorescence polarization displacement; higher % means a stronger effect | displacement, % at 20 µM, or IC50 in µM where a hit was titrated | 64,000 compounds, 0.02% hits; in the data active = a potency from the dose series; inactive = the rest, 99 in 100 with displacement below about 15%; also: strong numbers were not always called active
HPDE-C7K KRASV12: cytotoxicity in KRAS-transformed pancreatic duct cells, primary screen, cell-based, fluorescence, HTS (AID 431) | HPDE-C7K KRASV12 cells, Alamar Blue viability, 48 h; higher % means a stronger effect | one-dose cytotoxicity, % at 10 µM; EC50 in µM for titrated hits | 63,000 compounds, 1.7% hits;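 active = compounds whose percent cytotoxicity in the single-dose primary screen, scaled between solvent and toxic-drug controls, exceeds 50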;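 also: 0% = DMSO solvent wells and 100% = doxorubicin-treated wells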
PMK inhibit: S. pneumoniae PMK inhibitors, primary screen, biochemical, mevalonate pathway, pilot trial included | phosphomevalonate kinase (Streptococcus pneumoniae D39) | purified PMK, PK/LDH-coupled NADH absorbance 340 nm | inhibition, % at 10 µM | 65,000 compounds, 0.49% hits | AID 539, 2006;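 active = top-ranked compounds by inhibition in the single 10 µM screen, taking a fixed number of the strongest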;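 also: 0% = full reaction with DMSO carrier and 100% = background rate without enzyme reaction; no value below 0 was filed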
Spn DPM-DC inh: S. pneumoniae DPM-DC inhibitors, primary screen, biochemical, PK/LDH-coupled NADH fluorescence; calls only at 10 µM; purified DPM-DC; diphosphomevalonate decarboxylase (Streptococcus pneumoniae D39); 65,000 compounds, 0.49% hits;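 active = the 320 compounds with the highest percent inhibition in the single-dose primary screen, excluding strongly autofluorescent ones, cut at about 32% in these data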;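 also: kinetic rate of NADH fluorescence loss reporting ADP formed by the decarboxylase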
HPDE-C7 cytotoxicity: cytotoxicity in HPDE-C7 cells, cell-based, fluorescence, HTS (AID 430); HPDE-C7 pancreatic duct cells viability, fluorescence; higher % means a stronger effect; 63,000 compounds, 1.8% hits; cytotoxicity, % at 10 µM, or EC50 in µM where a hit was titrated;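 also: cells exposed to compound for 48 hours before viability readout; 0% = vehicle and 100% = reference cytotoxic drug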
HT1080 viability: cytotoxicity in HT1080 fibrosarcoma cells, cell-based, fluorescence readout (AID 620); 87,000 compounds, 0.42% hits; one-dose cytotoxicity, % at 10 µM; EC50 in µM for titrated hits; HT1080 viability, fluorescence; higher % means a stronger effect;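 also: cells exposed to compound overnight then 4 h with Alamar Blue; 0% = vehicle DMSO and 100% = killing control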
TNAP inhibition: human TNAP enzyme inhibitors, biochemical, luminescent (AID 518) | Alkaline phosphatase, tissue-nonspecific isozyme (Homo sapiens) | purified TNAP enzyme, luminescent substrate readout; higher % means a stronger effect | inhibition, % at 20 µM; hits with a dose series show IC50 in µM | 64,000 compounds, 0.09% hits; in the data active = a potency from the dose series; inactive = the rest, 99 in 100 with inhibition below about 22%;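 also: plate controls were vehicle for no effect and reference inhibitor for full effect; many of its hits are not listed in these tables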
PMK inhibit pilot replicates: second read-out of PMK inhibit, no call of its own (marks repeat the call); inhibition, %; measured here: pilot screen replicates
Spn MK inh pilot replicates: recorded beside Spn MK inh, whose call it bears; inhibition, %; measured here: pilot screen replicates
Spn DPM-DC inh pilot screen %: further read-out of Spn DPM-DC inh, marked with its call; inhibition, %; measured here: pilot screen trials
Active calls of the source: *; i = inactive; . = not tested or not shown; + = active, no number. Rule as the data show it, unless noted: active = cytotoxicity above about 50%; inactive = the rest.

SMILES	LYP phosphatase	Spn MK inh	Bfl-1 displacement	HPDE-C7K KRASV12	PMK inhibit	Spn DPM-DC inh	HPDE-C7 cytotoxicity	HT1080 viability	TNAP inhibition	others
COc1ccc(N(C(=O)COc2ccccc2)C2C=CS(=O)(=O)C2)cc1 (stereo not given)	.	10	-6%	2%	12	i	2%	1%	5%
CC(C(=O)NC1=NCCS1)(C(F)(F)F)C(F)(F)F	2%	1	-1%	-18%	0	i	-12%	3%	5%
N#Cc1nc(-c2ccccc2)oc1N1CCCCC1	4%	4	-4%	.	4	.	.	-4%	7%
CC(=O)c1cccc(NC(=O)N2CCC(c3nnc(SCC(N)=O)n3C)CC2)c1	1%	0	0%	-16%	17	i	-17%	1%	5%
Cc1c(C(=O)Nc2ccccn2)oc2ccccc12	3%	7	4%	2%	0	i	-2%	1%	15%
COc1cc2ccccc2cc1C(=O)OCC(=O)N1CCOCC1	-2%	0	-2%	-15%	13	.	-3%	4%	9%
CC1(C)Cc2c(sc3nc(SCC(=O)NCc4ccco4)n(-c4ccccc4)c(=O)c23)CS1	-7%	0	2%	-10%	4	i	3%	-6%	7%
CCCCn1c(=O)[nH]c(=O)c2c1nc(COc1ccc(C#N)cc1)n2CCC	5%	4	1%	-18%	6	i	-21%	-2%	11%	PMK inhibit pilot replicates=0.0;Spn MK inh pilot replicates=0.0;Spn DPM-DC inh pilot screen %=1.5
CC1(C)CC(=O)c2sc(NC(=O)CN3CCCCC3)nc2C1	1%	0	5%	-3%	0	i	-8%	10%	11%
CCC(c1nnnn1C(C)(C)C)N1CCN(c2cc(Cl)ccc2C)CC1 (stereo not given)	-3%	7	-9%	-6%	14	i	-4%	2%	8%
CN(C)c1ccc(NC(=O)Nc2ccc3snnc3c2)cc1	.	9	7%	0%	16	i	2%	-26%	11%
O=C1c2ccccc2C(Nc2ccc3c(c2)OCCO3)N1Cc1ccc2c(c1)OCO2 (stereo not given)	7%	3	3%	28%	0	i	15%	0%	19%	PMK inhibit pilot replicates=2.5;Spn MK inh pilot replicates=0.0;Spn DPM-DC inh pilot screen %=4.0
C=CCOC(=O)C1=C(C)N(C)C(=O)NC1c1cc2c(cc1Br)OCO2 (stereo not given)	6%	6	2%	2%	9	i	-5%	-4%	9%
Cc1nc2nc(SCC(=O)N3CCOCC3)nn2c(C)c1Cc1c(F)cccc1Cl	2%	6	-1%	-4%	0	i	-8%	28%	6%
O=C(Nc1ccccc1C(=O)NCCCn1ccnc1)c1ccccc1	-1%	8	-2%	-13%	3	i	-8%	1%	17%	PMK inhibit pilot replicates=1.0;Spn MK inh pilot replicates=0.0;Spn DPM-DC inh pilot screen %=1.0
COc1ccc(N2CCN(c3oc(-c4ccc(OC)c(OC)c4)nc3C#N)CC2)cc1	.	10	-3%	18%	15	i	17%	28%	12%
COc1ccccc1CNc1ccc(N2CCCCC2)cc1	11%	1	-4%	18%	0	i	14%	0%	3%
COC(=O)c1cc(Nc2cc(C)nc3ncnn23)cc(C(=O)OC)c1	2%	2	1%	5%	8	i	4%	-7%	2%
O=C(CCN1CCc2ccccc21)c1ccc2c(c1)OCCO2	6%	0	-2%	4%	9	i	2%	-1%	25%
Cc1cc2c(c(=O)n1CCN(C)C)C(c1ccc(Br)cc1)C(C#N)=C(N)O2 (stereo not given)	11%	3	-12%	54%*	1	i	73%*	8%	7%

No new results follow: an excerpt of the list.
SMILES	LYP phosphatase	Spn MK inh	Bfl-1 displacement	HPDE-C7K KRASV12	PMK inhibit	Spn DPM-DC inh	HPDE-C7 cytotoxicity	HT1080 viability	TNAP inhibition	others
COc1ccc(N(C(=O)COc2ccccc2)C2C=CS(=O)(=O)C2)cc1 (stereo not given)	.	10	-6%	2%	12	i	2%	1%	5%
CC(C(=O)NC1=NCCS1)(C(F)(F)F)C(F)(F)F	2%	1	-1%	-18%	0	i	-12%	3%	5%
N#Cc1nc(-c2ccccc2)oc1N1CCCCC1	4%	4	-4%	.	4	.	.	-4%	7%
CC(=O)c1cccc(NC(=O)N2CCC(c3nnc(SCC(N)=O)n3C)CC2)c1	1%	0	0%	-16%	17	i	-17%	1%	5%
Cc1c(C(=O)Nc2ccccn2)oc2ccccc12	3%	7	4%	2%	0	i	-2%	1%	15%
COc1cc2ccccc2cc1C(=O)OCC(=O)N1CCOCC1	-2%	0	-2%	-15%	13	.	-3%	4%	9%

Grouped by structure, the entries above with a furan ring, fused or not.
SMILES	LYP phosphatase	Spn MK inh	Bfl-1 displacement	HPDE-C7K KRASV12	PMK inhibit	Spn DPM-DC inh	HPDE-C7 cytotoxicity	HT1080 viability	TNAP inhibition	others
Cc1c(C(=O)Nc2ccccn2)oc2ccccc12	3%	7	4%	2%	0	i	-2%	1%	15%
CC1(C)Cc2c(sc3nc(SCC(=O)NCc4ccco4)n(-c4ccccc4)c(=O)c23)CS1	-7%	0	2%	-10%	4	i	3%	-6%	7%

(next part)
SMILES	LYP phosphatase	Spn MK inh	Bfl-1 displacement	HPDE-C7K KRASV12	PMK inhibit	Spn DPM-DC inh	HPDE-C7 cytotoxicity	HT1080 viability	TNAP inhibition	others
O=C(CNS(=O)(=O)c1cccc2nsnc12)NC1CCCCC1	.	3	-6%	-14%	1	i	-15%	27%	6%
O=C(CCCOc1ccccc1)N1CCCc2ccccc21	2%	5	-6%	-11%	0	i	-9%	.	4%
CN1CC2(C(=O)c3ccccc3)CN(C)CC(C(=O)c3ccccc3)(C1)C2	10%	3	-5%	-14%	7	i	-21%	0%	-1%
Cc1cccc(N2CCN(C(=O)COc3cc(=O)n(C)c4ccccc34)CC2C)c1 (stereo not given)	.	4	-4%	-5%	15	i	-5%	.	3%
CC(CN1CCN(C)CC1)OC(=O)c1ccc(Cl)cc1 (stereo not given)	-1%	2	1%	-5%	28*	i	-1%	-6%	10%
CCOC(=O)c1cnc(SCC(=O)Nc2cc(OC)cc(OC)c2)nc1N	7%	15	-3%	3%	11	i	-5%	-2%	11%
Cn1c(=O)c2c(nc(CN3CCN(C(=O)c4ccco4)CC3)n2Cc2ccc(F)cc2)n(C)c1=O	-4%	7	.	.	14	i	.	-14%	.
CCOC(=O)c1ccc(NC(=O)N2CC(C)OC(C)C2)cc1 (stereo not given)	6%	6	3%	.	1	i	.	3%	11%
Cc1cc2oc(=O)c3c(c2cc1OCc1nn[nH]n1)CCCC3	8%	2	-4%	.	5	.	.	-9%	14%
CN1CCN(S(=O)(=O)c2cccc(C(=O)NC3CCCc4ccccc43)c2)CC1 (stereo not given)	3%	6	4%	-19%	9	i	-16%	-1%	1%
N#Cc1nc(-c2ccc(OCc3ccccc3)cc2)oc1NCc1cccnc1	.	10	1%	13%	13	i	1%	-1%	20%
c1ccc2nc3c(nc2c1)c1ccccc1n3CCN1CCOCC1	9%	5	-5%	-12%	2	i	-3%	8%	-4%
COc1ccc(-c2nc(CS(=O)CC(=O)NCCCN3CC(C)CC(C)C3)c(C)o2)cc1OC (stereo not given)	.	6	-4%	4%	4	i	-8%	-5%	2%
COc1ccc(OC)c(N/C(C)=C/C(=O)c2ccc(C)o2)c1	15%	4	-4%	-8%	0	i	6%	-2%	12%
CC1(C)Cc2noc(N)c2C(C)(C)N1OC(=O)c1cccs1	.	0	2%	-1%	17	i	-11%	-3%	12%	PMK inhibit pilot replicates=2.0;Spn MK inh pilot replicates=2.5;Spn DPM-DC inh pilot screen %=0.0
O=C(C1CCC(CNc2c(N3CCCCC3)c(=O)c2=O)CC1)N1CCCCC1 (stereo not given)	2%	7	-2%	-4%	16	i	-6%	-5%	3%
CCOC(=O)C1CCN(C(=O)c2cn(CCOC)c(=O)c3c2c2ccccc2n3C)CC1	7%	4	-6%	7%	9	.	-1%	27%	7%
Cc1ccc(-n2nnc3c(=O)n(CC(=O)N4CCOCC4)cnc32)cc1	-7%	9	4%	-18%	0	i	-27%	1%	4%
CN1CC(=O)NC1=NC(=O)c1ccc(Cl)c(S(=O)(=O)N2CCCCCC2)c1	4%	0	4%	-3%	28*	i	-4%	-1%	1%
CC(C)CN(C(=O)COC(=O)CCN1C(=O)c2ccccc2C1=O)C1CCS(=O)(=O)C1 (stereo not given)	-2%	8	4%	2%	3	i	-3%	0%	7%
Cc1nc2sc(C(c3ccccc3)N3CCN(c4ccccc4F)CC3)c(O)n2n1 (stereo not given)	13%	6	9%	-4%	17	i	-14%	3%	6%	PMK inhibit pilot replicates=0.0;Spn MK inh pilot replicates=3.5;Spn DPM-DC inh pilot screen %=1.0
CCC1CCCCN1Cc1ccc(CNS(=O)(=O)c2ccc3c(c2)oc(=O)n3C)o1 (stereo not given)	.	9	4%	.	0	i	.	-12%	8%
CCOC(=O)CSc1nnc(CNC(=O)c2ccc(OC)cc2OC)n1-c1ccc(OC)cc1	.	0	2%	0%	16	i	-11%	-4%	3%
O=C(Nc1ncccc1Cl)c1cccc(F)c1	2%	7	8%	4%	1	i	63%*	0%	14%
Cc1ccc(NC(=O)CCn2cnc3ccccc3c2=O)cc1Cl	5%	3	-2%	-14%	5	i	-12%	5%	10%
O=C(O)C1(P(=O)(c2ccccc2)c2ccccc2)CCC1	.	4	-11%	.	13	i	.	8%	6%
Cc1nc2cc(C(=O)O)ccc2s1	.	4	-7%	11%	14	i	10%	2%	6%
C(=N\n1cnnc1)/c1ccc(-c2ccccc2)cc1	.	22	-2%	-8%	3	i	-2%	1%	10%
CCCCOC(=O)Nc1ccccc1C(N)=O	6%	5	-11%	-6%	8	i	10%	5%	8%
Cc1ccc2oc(=O)c3cnn(CC(=O)NC4CCN(Cc5ccccc5)CC4)c3c2c1	19%	3	0%	11%	5	+	4%	1%	8%
N#CC(C(=O)NCCc1ccccc1)c1nc2ccccc2nc1N1CCOCC1 (stereo not given)	-1%	3	-88%	-19%	7	i	-5%	1%	19%	PMK inhibit pilot replicates=1.0;Spn MK inh pilot replicates=1.0;Spn DPM-DC inh pilot screen %=0.0

Assay outcomes: PubChem BioAssay, several laboratories
